Giardia FBPA inh: qHTS Assay for Inhibitors of Fructose-1,6-bisphosphate Aldolase from Giardia Lamblia; A8B2U2; purified Giardia FBPA; Potency, µM (series often up to 59.6 µM), for inactives: at the highest dose activity, negative = inhibition, usual class: inhibitors; 290,000 compounds, 0.71% hits; AID 2451, 2010; also: potency is read from the fitted curve at half-maximal effect; % is scaled to controls: 0 for no effect and ±100 for the full control effect; nearly all actives have a fitted effect of over 55% in size
Target sequence (A8B2U2 whole entry, looked up): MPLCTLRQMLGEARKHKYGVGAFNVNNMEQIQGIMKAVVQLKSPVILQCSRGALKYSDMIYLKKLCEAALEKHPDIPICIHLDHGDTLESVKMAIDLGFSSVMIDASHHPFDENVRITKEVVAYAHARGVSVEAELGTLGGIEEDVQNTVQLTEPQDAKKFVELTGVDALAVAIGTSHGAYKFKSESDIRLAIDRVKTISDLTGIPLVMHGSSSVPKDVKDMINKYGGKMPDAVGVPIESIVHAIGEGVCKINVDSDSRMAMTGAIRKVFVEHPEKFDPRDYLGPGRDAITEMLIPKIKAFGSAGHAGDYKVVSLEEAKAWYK
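40 nM FBPA preincubated 10 min at RT with compound (up to 57.5 uM final), then substrate plus GAPDH/TPI/NAD/arsenate coupling and diaphorase/resazurin added. Fluorescence read after 20 min at RT, 525/598 nm.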
Sm TGR inh: qHTS Assay for the Inhibitors of Schistosoma Mansoni Peroxiredoxins; purified TGR, DTNB reduction, TNB absorbance 405 nm; 360,000 compounds, 3% hits; AID 485364, 2010; Potency, µM (titrated, usually from 114 µM), for the others: at the highest dose activity change, negative = inhibition, actives largely listed as inhibitors; Schistosoma mansoni thioredoxin glutathione reductase (TGR), Q962Y6; also: potency is read from the fitted curve at half-maximal effect; % is scaled to controls: 0 for no effect and ±100 for the full control effect; nearly all actives have a fitted effect of over 60% in size
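First, TGR (20 nM dispensed) and NADPH were mixed with compound. Second, a 15 min room-temperature incubation followed. Third, further NADPH and then DTNB were added to start the reaction. Finally, TNB absorbance was monitored kinetically.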
Pf growth 96h: Primary qHTS for delayed death inhibitors of the malarial parasite plastid, 96 hour incubation; AID 504834, 2011; 320,000 compounds, 6.9% hits; Potency, µM (highest dose often 28.7 µM), inactives show at the highest dose activity change, negative = inhibition, usual class: inhibitors; P. falciparum luciferase reporter growth, 96 h; also: potency is read from the fitted curve at half-maximal effect; % is scaled to controls: 0 for no effect and ±100 for the full control effect
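Plates of compound plus infected erythrocytes (2% hematocrit, 0.05% parasitemia final) incubate 96 hours, 37 C, 5% CO2. Detection reagent added; reduced luminescence from the parasites' luciferase reporter flags inhibition.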
Shiga inhibitor: A qHTS for Small Molecule Inhibitors of Shiga Toxin. inhibition, % at 38.7 µM. Vero cells, Shiga toxin protein synthesis inhibition reporter. 290,000 compounds, 9.2% hits; in the data active = inhibition mostly above about 28%, no sharp cut-off; inactive = mostly below about 43%; also: 0% is about no effect
Pf growth 48h: Primary qHTS for delayed death inhibitors of the malarial parasite plastid, 48 hour incubation; P. falciparum luciferase growth in erythrocytes, 48 h; Potency, µM (top dose mostly 28.7 µM), inactives show top-dose activity change, negative = inhibition, most hits filed as inhibitors; 310,000 compounds, 5.9% hits; also: potency is read from the fitted curve at half-maximal effect; % is scaled to controls: 0 for no effect and ±100 for the full control effect
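Luciferase-expressing parasites in RBCs, 2% Hct / 0.1% parasitemia final; RPMI 1640 + 0.5% Albumax; 37 C, 5% CO2, one generation; luminescence read-out, lower signal = inhibition.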
CHX counter: Cycloheximide Counterscreen for Small Molecule Inhibitors of Shiga Toxin; cell reporter, cycloheximide protein synthesis inhibition counterscreen; max response, %; 300,000 compounds, 12% hits; in the data active = max response mostly above about 13%, no sharp cut-off; inactive = mostly below about 14%; also: read at 38.3 µM for the half of the compounds with a filed dose; 0% is about no effect
* hit, by the source's call; u = inconclusive; x = not tested or not shown; & = joins results of further samples; [ ] = dose if it differs, or a comment. Unless noted, calls follow the shape of the dose curve; as a rule, active = well fitted curve in the direction sought with a large enough effect; inconclusive = small, poorly fitted or top-dose-only effect, or another doubt; inactive = no such curve, though single readings can be large; an effect the other way counts as inactive or inconclusive. Rows are unselected. Share with any hit: about 24%.

Values run as follows: Giardia FBPA inh	Sm TGR inh	Pf growth 96h	Shiga inhibitor	Pf growth 48h	CHX counter
COc1cc(/C=N/NC(=O)C(=O)N2CCCC2)ccc1O
  2%	-9%	8%	3	0%	1
COc1ccc(CCNC(=O)C(=O)NCC2CCCN2S(=O)(=O)c2cccs2)cc1OC (stereo not drawn)
  x	-11%	u	x	u	x
Fc1ccc(NC(=S)N2CCN(c3cccc(C(F)(F)F)c3)CC2)cc1
  -1%	-5%	3%	-9	0%	-4
CCN(CC)c1ccc(/C=N/NC(=S)NCc2ccccc2)c(O)c1
  -19%	2%	u	-7	0%	-6
O=C(Cn1nc(-c2ccccc2)c2ccccc2c1=O)Nc1ccc(O)cc1
  4%	-7%	23%	-7	5%	7
COc1ccc(C(=O)NCCN2CCOCC2)cc1OC
  2%	-10%	7%	8	17%	-3
COc1ccccc1CN1CC(C(=O)NCCSc2nnnn2C)CCC1=O (stereo not drawn)
  x	-10%	u	-3	8%	-5
O=C(Nc1ccccc1)N(Cc1ccccc1)C1=NCCS1
  7%	1%	u	-5	-17%	3
CC1CCN(C(=O)c2cc3ccccc3c(=O)o2)CC1
  3%	-2%	71%[activator]	44*	21%	16
O=C(Nc1cccc(F)c1)N1CCCC(CNS(=O)(=O)Cc2ccccc2)C1 (stereo not drawn)
  7%	7%	5.2µM*	21	9%	5
CN(C)c1ccc(C(CNS(=O)(=O)c2ccc([N+](=O)[O-])cc2)N2CCCC2)cc1 (stereo not drawn)
  x	-23%	u	x	44%[activator]	x
Cc1nc(N2CCN(Cc3ccc4c(c3)OCO4)CC2)c2cc(-c3ccccc3)sc2n1
  -9%	-3%	u	-2	12µM*	29
C#CCOCCOCCOCCNc1nc(N2CCN(C(=O)C(Cc3ccc(O)cc3)n3cc(C(N)C(C)CC)nn3)CC2)nc(N2CCN(C(=O)C(Cc3ccc(O)cc3)n3cc(C(N)C(C)CC)nn3)CC2)n1 (stereo not drawn)
  4%	-13%	9.3µM*	-17	9.3µM*	-2
Cc1cccc(NC(=O)Nc2ccc(Cl)cc2)n1
  -2%	8%	-12%	39*	117%[activator]	22*
Cc1ccccc1-c1nc(CS(=O)CC(=O)NC2CC2)c(C)o1 (stereo not drawn)
  x	u	-26%	18	12%	9

(listing goes on)
Values run as follows: Giardia FBPA inh	Sm TGR inh	Pf growth 96h	Shiga inhibitor	Pf growth 48h	CHX counter
O=C(c1ccc(Cn2c(=S)[nH]c3ccc(N4CCOCC4)cc3c2=O)cc1)N1CCN(c2ccc(F)cc2)CC1
  -2%	3%	u	88*	u	37*
CC(C)(C)NC(=O)CSc1nc(Cc2ccccc2)nc2ccccc12
  8%	-15%	13µM*	-1	-17%	-5
Cc1nnc(SCC(=O)Nc2ccc(Cl)cn2)n1Cc1ccccc1
  2%	-5%	11%	10	-2%	-3
CCOC(=O)CCc1nn(C)c(=O)c2ccccc12
  -2%	1%	30%	-16	-2%	-3
O=C(CSc1nnc2sc3ccccc3n12)NCc1ccc2c(c1)OCO2
  1%	-1%	u	8	-12%	0
CS(=O)(=O)N1CCN(c2ccccc2NC(=O)c2ccc(Cl)cc2)CC1
  2%	-1%	-6%	-11	-10%	-2
CC1CCc2nc3ccc(S(=O)(=O)N4CCC(C(=O)N5CCCCC5)CC4)cc3c(C(=O)O)c2C1 (stereo not drawn)
  -15%	0%	u	3	x	-6
Cc1ccc(S(=O)(=O)Nc2cc3c(C(=O)Nc4ccccc4)c(C)oc3c3ccccc23)cc1
  u	-6%	1.7µM*	-6	u	-3
CCNC(=O)CC1C(=O)N(c2ccc(OC)cc2)C(=O)N1CCOC (stereo not drawn)
  -10%	-2%	95%[activator]	-7	x	-2
CC(=O)c1sc(N/N=C\c2ccc(C)cc2)nc1C
  -9%	-11%	57%[activator]	72*	56%[activator]	49*
O=C(NNC(=O)c1ccc([N+](=O)[O-])cc1C(=O)O)c1ccncc1
  -11%	-21%	10%	21	x	5
COc1cccc(/C=N/n2c(N)c(S(=O)(=O)c3cccs3)c3nc4ccccc4nc32)c1OC
  8%	10%	u	26	u	-1
O=C(CCNC(=O)Cn1cnc2ccccc2c1=O)NCCC1=CCCCC1
  3%	0%	67%[activator]	5	2%	-1
CN(CC(=O)Nc1ccccc1Br)C(=O)CCc1ccccc1
  -1%	0%	21%	-12	8%	-3
Cc1cc(OCC[N+]2(C)CCCCC2)nc2ccccc12
  28%	u	-16%	28	x	4

The list goes on:
Values run as follows: Giardia FBPA inh	Sm TGR inh	Pf growth 96h	Shiga inhibitor	Pf growth 48h	CHX counter
CCCN1C(=O)/C(=C/c2ccc3c(c2)OCO3)NC1=S
  -15%	-11%	9.3µM*	5	3%	11
C=CCSc1nnc(NC(=O)COc2ccccc2)s1
  7%	-1%	10%	-14	0%	-3
CCOC(=O)c1c(C)[nH]c(C(=O)OCC(=O)NCc2ccc(F)cc2)c1C
  x	-21%	-27%	x	u	x
COc1ccc(NC(=O)OC(C)C)cc1
  5%	3%	x	68*	92%[activator]	29*
C#CCSc1cc(C(F)(F)F)nc(-c2ccccn2)n1
  4%	-6%	41%	-4	-24%	1
COc1ccc(/C=C2\CCCC3C2=NN(C(=O)CSc2ncn[nH]2)C3c2ccc(OC)cc2)cc1 (stereo not drawn)
  -1%	-23%	u	-11	u	-3
Cc1ccc(-c2cc(C(=O)NCc3cnn(C)c3)c3cc(Br)ccc3n2)cc1
  0%	2%&-2%	-3%	-5	u	13
COc1cc(/C=N/NC(=O)c2ccccn2)ccc1OC(=O)c1cccs1
  x	-16%	u	67*	51%[activator]	37*
CCC(Sc1nc(N)c(NC(=O)c2ccc(Br)o2)c(=O)[nH]1)C(=O)O (stereo not drawn)
  x	0%	u	-11	0%	8
O=C(Nc1scc(-c2ccccc2)c1C(=O)O)c1ccccc1F
  -15%	2%	20%	24	5%	22*
COc1ccc(-c2nc(CSCC(=O)N3CCC4(CC3)OCCO4)c(C)o2)cc1OC
  0%	0%	5%	-2	u	3
Cc1ccc(-c2nsc(SCC(=O)Nc3ccc4c(c3)OCO4)n2)cc1
  1%	-5%	139%[activator]	24*	91%[activator]	18*
Cc1nn(C(=O)c2ccco2)c(C)c1CN1C(=O)c2ccccc2C1=O
  13%	2%	x	7	-13%	-2
Cc1nc(NCC2CCCO2)nc2c1C(=O)CC(C)(C)C2 (stereo not drawn)
  -1%	-1%	x	12	17%	12
CCN(CC)S(=O)(=O)c1cc(NS(=O)(=O)c2cccc(Cl)c2Cl)ccc1C
  9%	6%	-8%	11	2%	0

Next structures follow:
Values run as follows: Giardia FBPA inh	Sm TGR inh	Pf growth 96h	Shiga inhibitor	Pf growth 48h	CHX counter
COc1cccc(C(=O)Nc2cccc3ccccc23)c1
  -10%	3%	0%	19	8%	12
COc1ccc(Oc2nc(C)nc3c2oc2ccccc23)cc1
  -3%	6%	-5%	33	-1%	3
N#Cc1c(NC(=O)CSc2ncn[nH]2)sc2c1CCCC2
  4%	-16%	x	-27	x	-5
Cc1cccc(OC2(c3ccccc3)OC(=O)c3ccccc32)c1C (stereo not drawn)
  -12%	1%	9.3µM*	3	u	-3
CCOC(=O)CCCNC(=O)CN1C(=O)NC(c2ccccc2)(c2ccccc2)C1=O
  10%	4%	u	-13	u	-2
COc1ccccc1NC(=O)CCN1CCN(c2ccc(Cl)cc2)CC1
  3%	-17%	u	-2	-1%	-1
O=C(NCCN1CCCC1)c1cc(-c2ccncc2)nc2ccc(S(=O)(=O)N3CCOCC3)cc12
  5%	-24%	u	4	12µM*	-3
CCOC(=O)c1c(NC(=O)OC)sc2c1CCC2
  0%	-6%	x	-5	18%	-2
O=C(Nc1cccnc1Cl)c1cc(-c2ccc(Cl)cc2)on1
  6%	24%&5%	-11%	-3	24%	-2
O=C(/C=C/C=C/c1ccccc1)CC1(O)C(=O)N(CCc2ccccc2)c2ccccc21 (stereo not drawn)
  -1%	6%	23%	-9	u	-1
COc1ccc(Cl)cc1C(=O)C1CCCN(CCO)C1 (stereo not drawn)
  6%	-7%	u	2	u	2
COc1ccc(N(C(=O)c2ccco2)C(C(=O)NC2CCCC2)c2cccnc2)c(OC)c1 (stereo not drawn)
  0%	2%	9%	-15	u	-2
CC(NC(=O)c1ccccc1)C(=O)N/N=C/c1ccccc1 (stereo not drawn)
  1%	-2%	-15%	2	14%	1
COc1ccccc1C1C(C#N)=C(N)Oc2c1c(-c1ccccc1)nn2-c1ccccc1 (stereo not drawn)
  -3%	-11%	0%	-12	-9%	10
COc1cc(OC)c(S(=O)(=O)Nc2ccc(C(=O)O)cc2)cc1S(=O)(=O)Nc1ccc(C(=O)O)cc1
  -13%	-3%	22%	11	7%	-6

Grouped by structure, the entries above containing an NH in an aromatic ring
Values run as follows: Giardia FBPA inh	Sm TGR inh	Pf growth 96h	Shiga inhibitor	Pf growth 48h	CHX counter
O=C(c1ccc(Cn2c(=S)[nH]c3ccc(N4CCOCC4)cc3c2=O)cc1)N1CCN(c2ccc(F)cc2)CC1
  -2%	3%	u	88*	u	37*
CCOC(=O)c1c(C)[nH]c(C(=O)OCC(=O)NCc2ccc(F)cc2)c1C
  x	-21%	-27%	x	u	x
COc1ccc(/C=C2\CCCC3C2=NN(C(=O)CSc2ncn[nH]2)C3c2ccc(OC)cc2)cc1 (stereo not drawn)
  -1%	-23%	u	-11	u	-3
CCC(Sc1nc(N)c(NC(=O)c2ccc(Br)o2)c(=O)[nH]1)C(=O)O (stereo not drawn)
  x	0%	u	-11	0%	8
N#Cc1c(NC(=O)CSc2ncn[nH]2)sc2c1CCCC2
  4%	-16%	x	-27	x	-5

Further entries:
Values run as follows: Giardia FBPA inh	Sm TGR inh	Pf growth 96h	Shiga inhibitor	Pf growth 48h	CHX counter
CCN(CC)c1ccc(NC(=O)CN2CCN(CC(=O)Nc3ccc(OC)cc3)CC2)cc1
  -6%	-15%	0%	-7	u	-2
Cn1c(=O)cc(SCC(=O)N2CCC3(CC2)OCCO3)c2ccccc21
  -9%	-1%	199%[activator]	-9	-11%	0
CC1CCC(=O)N(CCC#N)CC1 (stereo not drawn)
  0%	0%	-7%	-5	60%[activator]	-1
COCCCNC(NC(=O)c1ccc(C)cc1)C(Cl)(Cl)Cl (stereo not drawn)
  6%	2%	12%	19	4%	1
CCCCC1(Cc2cccc([N+](=O)[O-])c2)C(=O)N(c2ccccc2)N(c2ccccc2)C1=O
  -3%	6%	u	-11	3.7µM*	-3
O=[N+]([O-])c1ccccc1Nc1nc(-c2cccnc2)cs1
  8%	2%	u	x	u	26*
CC12CC3CC(C)(C1)CC(C(=O)NCc1ccco1)(C3)C2
  0%	-36%	5%	5	0%	-1
CC[C@H](C)[C@@H](C(=O)NCCCCCCCCCCC(=O)N1CCNCC1)n1cc(CCCCN=C(N)N)nn1
  x	u	2.3µM*	x	2.9µM*	x
c1ccc(-n2nnnc2N2CCOCC2)cc1
  -7%	-1%	0%[5.75 µM]	-15	9%	1
Oc1ccc(/C=N/Nc2ccc3ccccc3c2)c(O)c1
  -17%	45µM*	u	44*	u	31*

High-throughput results as filed in PubChem.
